# Screens (PubChem BioAssay)
# USP1-UAF1 inh: inhibitors of human USP1/UAF1 deubiquitinase. O94782. recombinant USP1/UAF1, Ub-Rhodamine cleavage fluorescence. Potency, µM (doses to about 57.1 µM), for inactives: top-dose activity change, negative = inhibition, hits mostly inhibitors. 390,000 tested, 0.23% active. AID 743255; further: on the % scale 0 is the no-effect control and ±100 the full control effect; nearly all actives have a fitted effect of over 60% in size; inactives centre near -12
#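 USP1/UAF1 complex (1 nM) preincubated 15 min at room temperature with compound, then Ub-Rho substrate (150 nM final) added. Kinetic fluorescence at 480/540 nm over 6 reads at 60 s intervals; 50 mM HEPES pH 7.8, 0.5 mM EDTA, 0.1 mg/ml BSA, 1 mM TCEP, 0.01% Tween-20.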
# Vif-APOBEC3F blk: inhibitors of Vif-A3F interaction; HeLa A3F-eYFP + Vif (tagged APOBEC3F with the HIV-1 protein that degrades it), YFP fluorescence increase; Potency, µM (highest dose often 46.1 µM), without a hit: top-dose activity, negative = active; 390,000 tested, 0.2% active; AID 602313; further: % of control where 0% means no effect; nearly all actives have a fitted effect of over 65% in size
#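 HeLa cells stably expressing A3F-eYFP plus Vif, plated and incubated overnight at 37 deg C, then exposed to compounds overnight at 37 deg C. Blocked degradation read as raised yellow fluorescence (Ex 488/Em 500-530).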
# 12-LOX inh: inhibitors of human 12S-lipoxygenase ALOX12 | P18054 | purified 12hLO, xylenol orange hydroperoxide absorbance | Potency, µM (titrated, usually from 108 µM), inactives show top-dose activity change, negative = inhibition, actives largely listed as inhibitors | 580,000 tested, 1.1% active | AID 1671190; further: on the % scale 0 is the no-effect control and ±100 the full control effect
#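 Purified human 12hLO (150 nM final) in 25 mM Hepes, 0.01% Triton X-100, pH 7.0 was preincubated 15 min at room temperature with compound. Then 40 uM arachidonic acid was added, 30 min. Hydroperoxide was read by Fe-XO absorbance ratio 573/405 nm.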
# IDH1 R132H inh: inhibitors of human mutant IDH1 R132H | Potency, µM (top dose mostly 76.6 µM), for inactives: at the top dose activity change, negative = inhibition, most hits filed as inhibitors | 390,000 tested, 0.093% active | IDH1-R132H enzyme, NADPH consumption, diaphorase/resazurin fluorescence | AID 602179; further: on the % scale 0 is the no-effect control and ±100 the full control effect; nearly all actives have a fitted effect of over 65% in size
# Target sequence (O75874 whole entry R132H, stated change not applied): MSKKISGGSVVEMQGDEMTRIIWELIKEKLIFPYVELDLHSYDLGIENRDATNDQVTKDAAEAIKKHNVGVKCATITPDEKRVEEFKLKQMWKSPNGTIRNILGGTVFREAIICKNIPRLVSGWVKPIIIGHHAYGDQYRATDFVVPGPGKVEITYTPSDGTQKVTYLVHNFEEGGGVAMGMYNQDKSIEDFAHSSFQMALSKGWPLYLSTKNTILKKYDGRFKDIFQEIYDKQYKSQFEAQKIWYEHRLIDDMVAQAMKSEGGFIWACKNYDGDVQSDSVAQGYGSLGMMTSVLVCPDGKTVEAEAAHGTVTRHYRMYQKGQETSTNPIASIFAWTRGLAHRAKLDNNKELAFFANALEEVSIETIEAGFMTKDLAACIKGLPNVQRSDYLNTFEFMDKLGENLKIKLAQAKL
#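 IDH1-R132H (0.5 ug/mL dispensed) in pH 7.5 Tris buffer was preincubated 30 min with compound, then given a substrate mix of 0.016 mM NADPH and 2 mM alpha-KG for 80 min at room temperature; remaining NADPH was read by diaphorase/resazurin fluorescence.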
# TrxR1 inh: blocks rat thioredoxin reductase 1 | Potency, µM (highest dose often 114 µM), inactives show top-dose activity change, negative = inhibition, most hits filed as inhibitors | 390,000 tested, 1% active | O89049 | recombinant rTrxR1, NADPH fluorescence consumption, selenite substrate; further: on the % scale 0 is the no-effect control and ±100 the full control effect; nearly all actives have a fitted effect of over 65% in size
#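 Rat TrxR1 (90 nM in the dispensed reagent) was pre-reduced with 400 uM NADPH for 5 min at room temperature, then incubated with compound for 15 min. After 400 uM selenite was added, NADPH fluorescence (Ex 340/Em 450 nm) was followed for 8 min.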
# TrxR1 substrate: substrates of rat thioredoxin reductase 1; purified TrxR1 substrate turnover, NADPH consumption readout; Potency, µM (titrated, usually from 114 µM), for inactives: at the top dose activity change, negative = substrate turnover; 390,000 tested, 0.01% active; AID 588456; further: on the % scale 0 is the no-effect control and ±100 the full control effect; nearly all actives have a fitted effect of over 50% in size
#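 Rat TrxR1, dispensed at 90 nM, was prereduced with 400 uM NADPH (final) for 5 min at ~22 deg C, then incubated with compound 15 min before 400 uM selenite. A first-read NADPH fluorescence drop versus no-compound background flagged substrates.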
# RGS4 inh: blocks human RGS4-accelerated GTP hydrolysis; P49798; Transcreener GDP fluorescence polarization, RGS4-accelerated GTP hydrolysis; Potency, µM (titrated, usually from 114 µM), without a hit: at the highest dose activity change, negative = inhibition, most hits filed as inhibitors; 390,000 tested, 0.039% active; further: on the % scale 0 is the no-effect control and ±100 the full control effect; nearly all actives have a fitted effect of over 75% in size; some results filed as inactive show a strong effect at the top dose
# Target sequence (P49798 whole entry, looked up): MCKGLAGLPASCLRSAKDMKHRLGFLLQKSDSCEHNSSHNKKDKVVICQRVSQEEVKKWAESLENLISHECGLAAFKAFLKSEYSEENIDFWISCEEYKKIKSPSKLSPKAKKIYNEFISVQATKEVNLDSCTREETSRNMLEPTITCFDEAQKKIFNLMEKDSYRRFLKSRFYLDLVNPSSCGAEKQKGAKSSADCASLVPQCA
#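 MLSMR compounds (23 nl, pin-transferred) preincubated 10 min at room temperature with a 500nM (2x) first reagent, then RGS4 at 900nM (2x) plus Transcreener GDP mix added; fluorescence polarization (620/688 nm) read before and after 90 min at 30 °C.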
# RXFP1 agonist: RXFP1 (human) receptor agonism. Q9HBX9. HEK293T-RXFP1 cAMP TR-FRET, 30 min; response scale: percent of porcine relaxin response, buffer zero. Potency, µM (series often up to 57.5 µM), without a hit: top-dose activation, actives largely listed as activators. 370,000 tested, 0.3% active. AID 2676; further: on the % scale 0 is the no-effect control and ±100 the full control effect; nearly all actives have a fitted effect of over 60% in size; many of its hits are not listed in these tables
#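 cAMP rise read by TR-FRET after 30 min, 37C compound exposure (up to 58 uM) in RXFP1-transfected HEK293 cells with Ro 20174 present. EC50 from Hill-equation fits, with 29 nM porcine relaxin as 100% and buffer as basal.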
# Vif-APOBEC3G blk: Vif-A3G binding inhibition. AID 602310. Potency, µM (top dose mostly 46.1 µM), for the others: at the highest dose activity, negative = active, most hits filed as inhibitors. 410,000 tested, 0.076% active. Q9HC16. HeLa A3G-eYFP + Vif (tagged APOBEC3G with the HIV-1 protein that degrades it), YFP fluorescence, overnight;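 further: on the % scale 0 is the no-effect control and ±100 the full control effect; nearly all actives have a fitted effect of over 60% in size; hits raise eYFP signal because A3G escapes Vif-driven loss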
# Target sequence (Q9HC16 whole entry, looked up): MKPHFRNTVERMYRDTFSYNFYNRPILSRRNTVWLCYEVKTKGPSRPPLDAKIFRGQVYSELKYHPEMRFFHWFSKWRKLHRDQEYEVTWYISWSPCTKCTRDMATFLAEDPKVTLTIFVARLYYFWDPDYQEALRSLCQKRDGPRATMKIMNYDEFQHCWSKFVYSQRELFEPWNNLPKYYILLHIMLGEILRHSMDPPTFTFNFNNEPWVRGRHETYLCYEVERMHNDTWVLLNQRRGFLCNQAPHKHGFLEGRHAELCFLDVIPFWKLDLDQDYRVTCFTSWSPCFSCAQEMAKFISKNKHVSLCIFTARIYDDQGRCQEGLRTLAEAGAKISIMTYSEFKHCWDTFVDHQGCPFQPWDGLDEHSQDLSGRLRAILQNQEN
#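 Read-out is eYFP fluorescence (Ex 488/Em 500-530) from Vif-expressing HeLa A3G-eYFP cells; more signal means A3G escaped Vif-mediated degradation. Cells plated overnight, compound pinned in, incubated overnight at 37 deg C.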
# * hit, by the source's call; ? = inconclusive; . = no result given; & = joins results of further samples; [ ] = another dose, or the depositor's remark. The call rests on the fitted dose curve; in most records, active means well fitted curve in the direction sought with a large enough effect; inconclusive means small, poorly fitted or top-dose-only effect, or another doubt; inactive means no such curve, though single readings can be large; an effect the other way counts as inactive or inconclusive. Potency means the concentration at half of the fitted maximal effect. Only part of the results is shown; count on the stated rates, not on these rows.
entry	Compound	USP1-UAF1 inh	Vif-APOBEC3F blk	RXFP1 agonist	RGS4 inh	TrxR1 substrate	TrxR1 inh	Vif-APOBEC3G blk	12-LOX inh	IDH1 R132H inh
1	O=C(OCC(=O)N(Cc1ccccc1)Cc1ccccc1)c1ccccc1O	-13%	-5%	-2.2%	-9%	1%	30%	-1%	-8%	-3%
2	CCCCNc1nc2cccnc2s1	-7%	-17%	9.2%	9%	-1%	2%	-2%	50%[activator]	5%
3	O=C(Cc1ccc(NC(=O)C2CCCN(C(=O)C3CC3)C2)cc1)Nc1cccc(C(=O)N2CCCCC2)c1 (stereo not given)	-20%	9%	.	-20%	3%	3%	2%	-4%	6%
4	COc1cc(/C=C(\C#N)C(=O)Nc2ccccc2C(=O)O)cc(Cl)c1OC	-27%	14%	-1.7%	-35%	-22%[57.1 µM]	1%[57.1 µM]	1%	-12%	-2%
5	Cc1cc(C)nc(N2CCC(C(=O)NNC(=O)c3ccccc3)CC2)n1	-2%	3%	-3.7%	11%	9%	-3%	-9%	3%	-8%
6	COc1cc2cc(CCCOC(=O)c3ccc(F)cc3)oc(=O)c2cc1OC	-13%	3%	2.3%	-6%	5%	2%	-3%	-47%	14%
7	CCN(CC)c1nc(N(CC)CC)[nH]c(=O)n1	-7%	-3%	.	-3%	2%	14%	0%	-3%	0%
8	O=C(Nc1cc(C(F)(F)F)ccc1Cl)C(NCc1ccccc1)c1ccccc1 (stereo not given)	-11%	0%	1.9%	0%	3%	11%	-6%	6%	3%
9	Brc1ccc(Nc2c3c(nc4ncnn24)CCC3)cc1	-14%	-3%	-0.5%	-11%	5%[57.1 µM]	4%[57.1 µM]	-3%	0%	7%
10	CCOc1ccc(NC(=O)C2CCCN(S(=O)(=O)c3ccc4c(c3)CC(C)N4C(C)=O)C2)cc1 (stereo not given)	-21%	-13%	-3.5%	4%	-1%	3%	-5%	0%	-24%
11	C[C@H]1CN([C@@H](C)CO)C(=O)Cc2cc(NC(=O)CCC(F)(F)F)ccc2O[C@H]1CN(C)Cc1ccc(-c2ccccc2)cc1	?	-2%	.	4%	4%[57.1 µM]	8%[57.1 µM]	-8%	?	-8%
12	CCOc1ccc(NC(=O)c2cc3cc(C)ccc3n2C)cc1	-25%	3%	0.3%	-4%	37%[activator]	34%	0%	-2%&6%	-4%
13	Cc1ccc(C2CC(C(F)(F)F)n3nc(C(=O)NCCN4CCOCC4)cc3N2)cc1 (stereo not given)	-4%	-4%	0.0%	-18%[56.9 µM]	-1%	11%	1%	0%	10%
14	O=C(NCC1CCCO1)c1cc2c([nH]c3ccccc32)c(-c2cccc(Br)c2)n1 (stereo not given)	-22%	7%	-0.2%	-20%	29%	25%	0%	24%	-10%
15	CCOc1ccc(C2c3[nH]c4ccccc4c3CCN2Cc2cn(CC)nc2C)cc1 (stereo not given)	-6%	-5%	3.9%	8%	4%	12%	-9%	-4%	-17%
16	Cc1nc(N)[nH]c(=O)c1CCCNc1ccc(CCC2(CCl)OCCO2)cc1	-11%	2%	.	?	17%[11.4 µM]	5%[11.4 µM]	5%	-21%	2%
17	CC1(CCc2ccccc2)NC(=O)N(CC(=O)Nc2ccccc2)C1=O (stereo not given)	-13%	-5%	1.8%	-5%	1%	8%	-2%	4%	6%
18	N#Cc1c(/N=C/c2ccc(Br)s2)sc2c1CCC2	-8%	1%	1.3%	10%[11.4 µM]	7%[57.1 µM]	1%[57.1 µM]	1%	47%[activator]	0%
19	Cc1ccc(C(=O)NCCOC23CC4CC(CC(C4)C2)C3)cc1	?	-9%	-0.5%	2%	2%	9%	0%	9%[57.4 µM]	6%
20	CCOC(=O)Cn1c(=O)n(Cc2ccccc2)c(=O)c2cccnc21	-23%	1%	0.0%	14%	11%	6%	-2%	-1%	-1%
21	O=C(CSc1nnc(-c2cccnc2)o1)Nc1ccccc1Br	-11%	-3%	4.1%	-45%	-7%	7%[57.1 µM]	-4%	-1%	3%
22	CN1C(=O)C(O)(CC(=O)/C=C\c2ccc3c(c2)OCO3)c2ccccc21 (stereo not given)	-15%	-11%	1.0%	-22%	-13%	-1%[57.1 µM]	-12%	-6%	2%
23	Cc1cc2[nH]c(=O)c(=O)[nH]c2cc1S(=O)(=O)N1CCN(c2ccccc2F)CC1	-17%&-21%	3%&3%	2.4%&3.3%	-9%&7%	3%&1%	17%&15%	0%&2%	5%&-13%	7%&-17%
24	C=CCNC(=S)NNC(=O)COc1ccc2cc(Br)ccc2c1	-4%	3%	12%	-9%	3%[57.1 µM]	-4%[57.1 µM]	-3%	-7%	0%

# The closing two compounds of the part above are carried over, then new ones follow:
entry	Compound	USP1-UAF1 inh	Vif-APOBEC3F blk	RXFP1 agonist	RGS4 inh	TrxR1 substrate	TrxR1 inh	Vif-APOBEC3G blk	12-LOX inh	IDH1 R132H inh
23	Cc1cc2[nH]c(=O)c(=O)[nH]c2cc1S(=O)(=O)N1CCN(c2ccccc2F)CC1	-17%&-21%	3%&3%	2.4%&3.3%	-9%&7%	3%&1%	17%&15%	0%&2%	5%&-13%	7%&-17%
24	C=CCNC(=S)NNC(=O)COc1ccc2cc(Br)ccc2c1	-4%	3%	12%	-9%	3%[57.1 µM]	-4%[57.1 µM]	-3%	-7%	0%
25	CC(=O)/C(=C/c1ccc(N(C)C)cc1)C(=O)c1ccccc1	-12%	-23%	-2.3%	-30%	-5%	-6%	-6%	-17%	3%
26	COc1ccccc1NC(=O)C1=C(C)Nc2nc(-c3cccnc3)nn2C1c1ccccn1 (stereo not given)	-22%	-8%	.	-12%	-4%	-3%	0%	24%	5%
27	O=C(CSc1nnnn1-c1ccccc1)Nc1ncc(Cc2cc(Cl)ccc2Cl)s1	-18%	3%	2.3%	-19%	-7%	8%	-1%	0%	2%
28	Cc1ccsc1C(=O)OCC(=O)NCc1ccc2c(c1)OCO2	2%	-8%	0.9%	8%	-9%	-9%	-7%	32%[activator]	1%
29	CN(C)c1nc(NCc2ccccc2)nc(SCC(=O)Nc2ccc(Cl)c(Cl)c2)n1	-20%	5%	0.1%	-20%	2%	16%	0%	-21%	3%
30	CCOCCn1c(CN2CCCCC2C)nc2c1c(=O)n(C)c(=O)n2C (stereo not given)	-7%	1%	10.0%	10%	6%[57.1 µM]	15%[57.1 µM]	5%	10%	-1%
31	COc1cc(Cl)ccc1OCc1cc(C(=O)N(C)CCc2cnn(C)c2)no1	-28%	1%	-3.1%	13%	-2%	8%	-8%	-3%	-7%
32	CC(=O)N1CCN(C(=S)NC(=O)c2c(-c3ccccc3Cl)noc2C)CC1	9%	-27%	-0.4%	-23%	-2%[57.1 µM]	-14%[57.1 µM]	-3%	?	-6%
33	CNC1=C([N+](=O)[O-])CC([N+](=O)[O-])=C(N2CCNCC2)N1C	-7%	1%	0.6%	-3%	-10%	-34%	0%	-23%	2%
34	Cc1cc2nc(CO)[nH]c2cc1C	-22%	-7%	-0.6%	-22%	14%[57.1 µM]	10%[2.29 µM]	-4%	19%	2%
35	CN(c1ccc(S(=O)(=O)N2CCOCC2)cn1)C1CCCCC1	-26%	-2%	0.2%	-5%	1%[57.1 µM]	20%	-20%	157%[activator]	7%
36	Cc1noc(C)c1COc1ccc(C(=O)NCc2cccs2)cc1	1%	-12%	.	22%	-6%	-8%[57.1 µM]	-7%	1%	2%
37	Cc1ccccc1C(=O)O/N=C(\N)c1cccc([N+](=O)[O-])c1	3%	-7%	0.0%	16%	4%	21%	-4%	11%	13%
38	CCOC(=O)COc1cccc2c(=O)n(CC(N)=O)ccc12	-9%	2%	0.0%	22%[11.4 µM]	0%	13%	0%	-9%	-3%
39	COc1cc(NC(=O)N2CCC(CN3CCCCCC3)CC2)cc(OC)c1OC	-22%	-11%	4.8%	-11%	5%	-12%	-1%	-8%	2%
40	COc1ccc(CCNC(=O)CSc2nnnn2-c2ccccc2OC)cc1OC	-15%	-3%	2.2%	13%	6%	12%	3%	-14%&-14%	15%
41	O=C(CSc1nnc(C2CC2)n1C1CC1)Nc1cccc(Br)c1	-21%	0%	1.0%	-17%	12%	25%	-9%	-2%	0%
42	COc1ccc(OC)c(NC(=O)c2ccc(NC3=NC4CS(=O)(=O)CC4S3)cc2)c1 (stereo not given)	-25%	5%	0.8%	-23%	6%[57.1 µM]	12%[57.1 µM]	2%	9%	8%
43	COc1cc2c(cc1Cl)C(=O)C(F)(c1ccccc1)C(=O)N2 (stereo not given)	-11%	-12%	-0.4%	-7%	0%	4%	-5%	0%	1%
44	CC(=O)NC(Cc1ccccc1)C(=O)NC1CCN(C(=O)c2ccc([N+](=O)[O-])cc2)CC1 (stereo not given)	-6%	3%	1.3%	10%[11.4 µM]	-2%	-2%	-1%	-12%	-21%
45	Cc1c(-c2ccccc2)[n+](=O)c2c(n1[O-])CCC2	2%	-5%	-0.9%	42%	-5%	5%	0%	0%	0%
46	O=C(CNC(=O)c1ccc(F)cc1)OCc1cc(=O)n2ccsc2n1	-11%	3%	?	7%	4%[57.1 µM]	8%[57.1 µM]	2%	-8%	0%
47	CCOC(=O)c1c(NC(=S)NCCc2ccccc2)sc2c1CC(C(C)C)OC2 (stereo not given)	-24%	4%	-0.2%	-28%	-4%	-5%	-6%	?	-1%
